Screening data: PubChem BioAssay, The Scripps Research Institute Molecular Screening Center
M1 PAM: positive allosteric modulators of human M1 muscarinic receptor; P11229; 360,000 tested, 0.088% active; AID 588819; activation, % at 3 µM; CHO-K1 hM1, Fluo-8 calcium fluorescence, ACh EC20; 0% = ACh EC20, 100% = maximal ACh; in the data active means activation above about 19%, passing the limit was not always enough
Target sequence (P11229 whole entry, looked up): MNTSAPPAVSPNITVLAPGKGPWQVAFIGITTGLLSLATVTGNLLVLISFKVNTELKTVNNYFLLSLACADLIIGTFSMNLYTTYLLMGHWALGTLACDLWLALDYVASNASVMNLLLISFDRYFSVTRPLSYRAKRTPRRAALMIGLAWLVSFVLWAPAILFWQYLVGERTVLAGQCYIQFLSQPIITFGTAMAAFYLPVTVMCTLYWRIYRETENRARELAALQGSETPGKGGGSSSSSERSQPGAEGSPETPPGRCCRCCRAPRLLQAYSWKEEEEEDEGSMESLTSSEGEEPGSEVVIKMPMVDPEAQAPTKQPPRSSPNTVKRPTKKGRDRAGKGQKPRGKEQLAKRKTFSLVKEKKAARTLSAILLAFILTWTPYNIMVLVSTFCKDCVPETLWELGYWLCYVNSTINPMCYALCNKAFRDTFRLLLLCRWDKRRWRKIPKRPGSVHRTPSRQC
TAAR1 antagonist: human TAAR1 antagonism. AID 624466. inhibition, % at 3 µM. Q96RJ0. 360,000 tested, 1.5% active. CHO RD-HGA16 TAAR1, Fluo-8 calcium fluorescence, antagonist;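 active means inhibition above a per-plate cutoff, the mean inhibition of test compounds on that plate plus 3 SD, cut at about 49% in these data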;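 further: 0% = DMSO plus EC80 beta-PEA response and 100% = DMSO alone without agonist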
Target sequence (Q96RJ0 whole entry, looked up): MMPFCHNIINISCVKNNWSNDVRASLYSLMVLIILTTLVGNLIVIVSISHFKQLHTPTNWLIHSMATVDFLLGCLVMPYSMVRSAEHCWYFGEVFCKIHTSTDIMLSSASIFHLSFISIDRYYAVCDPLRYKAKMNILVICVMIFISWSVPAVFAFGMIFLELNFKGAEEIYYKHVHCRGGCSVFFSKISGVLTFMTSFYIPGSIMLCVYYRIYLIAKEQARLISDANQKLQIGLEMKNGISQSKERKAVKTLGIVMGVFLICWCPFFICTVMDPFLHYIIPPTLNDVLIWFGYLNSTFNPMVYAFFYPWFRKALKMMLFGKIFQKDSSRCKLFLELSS
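Test system: CHO RD-HGA16 cells bearing hTAAR1 | Reagent: β-PEA, EC80 | Compound dosing: 3 µM, single point | Schedule: Dye loading 75 min at 37 °C, then 30 min room temperature | Signal: Calcium fluorescence with Fluo-8 | Evaluation: Percent inhibition of PEA-evoked calcium signal, max/basal emission ratio | Control set: DMSO-only wells and EC80 β-PEA-stimulated wells | Repeats: Singlicate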
CHO-K1 Ca antag: nonselective inhibitor or artifact in parental CHO-K1 cells; ATP-induced calcium, Fluo-8 fluorescence; inhibition, % at 3 µM; 360,000 tested, 0.6% active;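 active means inhibition above a per-plate cutoff, the plate's mean sample inhibition plus 3 SD, cut at about 24% in these data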;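 further: 0% = DMSO plus EC80 ATP and 100% = DMSO alone without ATP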
CHO parental Ca: signal in parental CHO cells, OX1R antagonist counter-screen | parental CHO-K1, ATP-induced calcium, Fluo-8 fluorescence | inhibition, % at 5.6 µM | 330,000 tested, 0.63% active | AID 463079;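 active means inhibition above that plate's mean sample inhibition plus 3 SD, cut at about 26% in these data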;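 further: 0% = ATP-challenged DMSO wells and 100% = DMSO wells without ATP; some compounds past the cut are filed as inactive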
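test system = CHO parental line | reagent = ATP stimulus | measured by = intracellular calcium via Fluo-8 no-wash fluorescent dye | control set = ATP and no-ATP DMSO wells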
CHO-K1 Ca PAM: counter-screen for M1 PAMs: effect in parental CHO-K1 cells. AID 602247. ATP EC20, Fluo-8 calcium fluorescence; 0% at ATP EC20, 100% at ATP max. activation, % at 3 µM. 360,000 tested, 0.02% active;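 active means activation above the run cutoff, the mean activation of all test compounds plus 3 SD, cut at about 40% in these data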;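 further: peak over basal fluorescence ratio in a 140 s read after ATP addition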
TAAR1 ag: agonists of human TAAR1; Q96RJ0; 360,000 tested, 0.99% active; activation, % at 3 µM; CHO RD-HGA16 TAAR1, Fluo-8 calcium fluorescence; vehicle wells 0%, saturating PEA agonist 100%;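 active means activation above the mean activation of all test compounds in the run plus 3 SD, cut at about 38% in these data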
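Test system: RD-HGA16 (CHO) cells co-expressing Gα16 and hTAAR1 | Doses: Single dose, 3 µM | Schedule: 17-24 h seeding, 75 min 37 °C dye, 30 min RT | Evaluation: % activation from peak over basal fluorescence ratio, DMSO-to-PEA scaled | Technique: Kinetic Fluo-8 calcium fluorescence | Benchmarks: Low control DMSO, high control PEA (EC100)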
M1 ag: activates human CHRM1 receptor | 360,000 tested, 0.33% active | AID 588814 | activation, % at 3 µM | P11229 | CHO-K1 hM1, Fluo-8 calcium fluorescence, agonist mode; 0% DMSO, 100% acetylcholine EC100;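 active means activation above the run's mean compound activation plus 3 SD, cut at about 16% in these data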;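 further: peak over basal fluorescence ratio within a 140 s kinetic read after compound addition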
M1 ag parental: counter-screen for M1 agonists: effect in parental CHO-K1 cells; Fluo-8 calcium fluorescence; scaled to maximal ATP response, vehicle zero; activation, % at 3 µM; 360,000 tested, 0.48% active; AID 602248; in the data active means activation above about 15%;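 further: untransfected CHO-K1 host cells lacking M1 receptor as counterscreen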
M1 antag: antagonists of human M1 muscarinic receptor; AID 588852; inhibition, % at 3 µM; 360,000 tested, 1.3% active; P11229; CHO-K1 hM1, Fluo-8 calcium fluorescence, ACh EC80 antagonist;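 active means percent inhibition above its own plate's cutoff, namely the mean of that plate's compound wells plus 3 SD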;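 further: peak over basal fluorescence ratio during 140 s after agonist addition; 0% = ACh EC80 plus DMSO and 100% = DMSO alone without agonist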
Active calls of the source: *; · = no result given.

The line under a structure holds: CHO parental Ca | CHO-K1 Ca PAM | M1 ag | M1 ag parental | CHO-K1 Ca antag | TAAR1 antagonist | TAAR1 ag | M1 PAM | M1 antag
> COc1ccc(NC(=S)NC2CCN(Cc3ccccc3)CC2)cc1OC
    -21 | 13 | -4 | 0.6 | -11 | -15 | 5 | 8 | -2
> CCOC(=O)N1CCC(NC(=O)CC(NS(=O)(=O)c2ccc(Cl)cc2)c2ccco2)CC1 (stereo not given)
    -22 | -3 | -4 | 0.3 | -8 | -7 | 11 | 7 | -11
> O=C(Cn1cnc2c(nnn2Cc2ccccc2F)c1=O)NCC1CCCO1 (stereo not given)
    -6 | -13 | -3 | -0.2 | 23 | -10 | 4 | -7 | 10
> CC1(C)CC(C(CCN(Cc2ccccc2)C(=O)c2ccco2)c2ccc(F)cc2)CCO1 (stereo not given)
    -10 | 12 | -3 | 4.5 | 4 | 73* | 5 | -19 | 36*
> COc1ccccc1OC(=O)Nc1ccc(Cl)cc1
    31* | 12 | -2 | 8.7 | 6 | 24 | 6 | -7 | 15
> O=C(O)c1ccc(NS(=O)(=O)c2ccc3c(c2)OCCO3)cc1
    3 | 27 | -2 | 0.5 | -17 | 5 | -1 | 10 | -24
> COc1cc(OC)cc(C(=O)NC(C(=O)O)C23CC4CC(CC(C4)C2)C3)c1 (stereo not given)
    9 | 19 | -2 | 0.1 | -22 | 1 | 0 | 14 | -11
> Cc1ccccc1S(=O)(=O)Oc1ccccc1C(=O)Oc1ccccc1
    39* | 11 | -3 | 0.7 | 4 | 21 | 10 | 2 | -4
> O=C(NN=Cc1ccc(N2CCOCC2)cc1)c1cc2ccccc2cc1O
    -5 | -2 | 0 | 2.2 | -4 | 14 | 8 | -4 | 2
> COc1ccc(NC(=O)NC2CCCc3ccccc32)c(OC)c1 (stereo not given)
    -14 | -14 | -5 | 0.0 | 16 | -13 | -2 | 6 | -11
> COCCn1c(Sc2nc(C)cs2)nc2c1c(=O)[nH]c(=O)n2C
    · | 5 | -1 | 0.3 | -7 | 8 | 0 | 7 | -8
> Cc1cc(=O)oc(C)c1C(=O)NC1CC(C)(C)NC(C)(C)C1
    -2 | 13 | -2 | 0.4 | 2 | 18 | 0 | 10 | -11
> O=C(/C=C/c1c(Cl)cccc1Cl)N1CCN(c2ncccn2)CC1
    -21 | 23 | -4 | 1.7 | -7 | -1 | 12 | 2 | -5
> Cc1csc(SCC(=O)NC(=O)Cc2ccccc2)n1
    -8 | 18 | -8 | 1.1 | -24 | -6 | 1 | 0 | -5
> COc1ccc(C2C(C(=O)c3ccco3)=C(O)C(=O)N2CCN2CCOCC2)cc1 (stereo not given)
    2 | 31 | -5 | 1.5 | -6 | 6 | -2 | 0 | 2
> Cc1ccc(OCC(=O)Nc2ccc(S(=O)(=O)N3CCN(C)CC3)cc2)cc1
    10 | 18 | 0 | 11 | 1 | 3 | 9 | 1 | -13
> CCOC(=O)c1ccc(S(=O)(=O)N2CCC(C(=O)O)CC2)cc1
    -6 | 27 | -5 | 0.3 | -14 | 12 | 10 | 10 | -10
> C/C(=N\N=C1\NC(=O)CC(C(=O)O)S1)c1cccs1 (stereo not given)
    4 | 1 | -4 | 0.4 | -10 | -7 | 2 | 7 | -7
> CCN(CC)CCNc1ncnc2c1sc1nc(N3CCCC3)c3c(c12)CC(C)(C)OC3
    -13 | 20 | -8 | 0.0 | -3 | -25 | 2 | 0 | -1
> C=C1CCN(C(C(=O)OC)C(C)C)S(=O)(=O)c2ccccc21 (stereo not given)
    -6 | 12 | 0 | -0.8 | -20 | 7 | 5 | 14 | -19

Additional records follow:
The line under a structure holds: CHO parental Ca | CHO-K1 Ca PAM | M1 ag | M1 ag parental | CHO-K1 Ca antag | TAAR1 antagonist | TAAR1 ag | M1 PAM | M1 antag
> Brc1ccc(Sc2cnc3ccccc3n2)cc1
    -7 | 6 | -3 | -0.4 | -12 | -2 | -2 | -1 | 4
> Cc1cccc(-c2nc(C#N)c(NCC3CCCO3)o2)c1 (stereo not given)
    -5 | 15 | -2 | 1.0 | -10 | -16 | 4 | 5 | -5
> Cc1ccccc1OCc1nc2ccccc2c(=O)n1/N=C/c1cn[nH]c1-c1ccccc1
    -18 | -7 | -2 | 5.5 | 16 | 64* | 12 | -15 | 29*
> CC(=O)N1CCN(c2nc3ccc(Br)cc3s2)CC1
    8 | 15 | 0 | 3.8 | 4 | -22 | -1 | 10 | -10
> O=C(C1CC1)N1c2ccccc2Sc2ccccc21
    · | -26 | -11 | -1.0 | 20 | -12 | 3 | -18 | 23
> Cc1ccc(C(=O)NCc2ccc3c(c2)OCO3)cc1
    -4 | 13 | -4 | 0.4 | -1 | 7 | 2 | 6 | -7
> O=S(=O)(Cc1ccc(Cl)cc1)NCc1ccc2c(c1)OCO2
    2 | 18 | -4 | 2.7 | -8 | -7 | 0 | 5 | -3
> Cc1c(N2C(=O)C3C4C=CC(C5CC45)C3C2=O)c(=O)n(-c2ccccc2)n1C (stereo not given)
    -12 | 16 | -1 | 1.1 | -17 | -20 | 3 | 7 | -18
> Cc1ccc(C(=O)O)cc1NCc1cccnc1
    · | 9 | -3 | 0.1 | -1 | -10 | 2 | 0 | 0
> COc1ccc(Cl)cc1NC(=O)CN(C)C(=O)c1sccc1-c1ccccc1
    -2 | 23 | -2 | 2.0 | -5 | 47 | 6 | 0 | -3
> CC(=O)Nc1ccc(NC(=O)CCc2ccc(C)o2)cc1
    3 | 14 | -2 | 1.6 | -5 | 4 | 1 | 8 | -3
> O=C1CSC(c2cccc([N+](=O)[O-])c2)N1CCc1ccccc1 (stereo not given)
    · | -13 | -7 | 0.9 | -2 | -2 | 0 | 1 | -9
> CCCNC(=O)/C=C/C(=O)O
    -12 | 6 | -5 | 0.1 | -6 | -3 | 11 | 2 | 0
> CNC(=S)NNC(=O)c1sc2cc(C(F)(F)F)cnc2c1-c1cccnc1
    -18 | -12 | 0 | -0.5 | 3 | -11 | 1 | 7 | -6
> c1ccc(COc2cccc(CN3CCc4ccccc4C3)c2)cc1
    -13 | -9 | -7 | -0.8 | -2 | -1 | 4 | 0 | -11
> COc1c(C)cc(S(=O)(=O)NCCN2CCOCC2)c(C)c1C
    -6 | 19 | -4 | 0.7 | -10 | -14 | 0 | 1 | -2
> COCCCNC(=O)c1cn(CCOC)c(=O)c2c1c1ccccc1n2C
    -18 | 5 | -1 | 0.1 | -1 | 4 | -1 | 13 | 7
> CCOc1ccccc1C(=O)NCC(=O)OCCCOC(=O)CNC(=O)c1ccccc1OCC
    -31 | 4 | -4 | 6.1 | -5 | 25 | 2 | 2 | -3
> O=c1cc(O)c2sc(Nc3ccc(F)c(Cl)c3)nc2[nH]1
    -16 | 12 | -3 | 3.3 | 0 | -6 | 18 | -10 | 9
> Cc1ccc(S(=O)(=O)N2CCC(C(=O)C3C(=O)CC(C)(C)CC3=O)CC2)cc1
    -20 | -12 | 3 | -1.1 | 12 | -6 | -2 | 5 | -5

Remaining list, next part
The line under a structure holds: CHO parental Ca | CHO-K1 Ca PAM | M1 ag | M1 ag parental | CHO-K1 Ca antag | TAAR1 antagonist | TAAR1 ag | M1 PAM | M1 antag
> COc1ccc2[nH]cc(CCNC(=O)CCC3CCCCC3)c2c1
    -13 | 6 | 3 | 1.8 | -1 | -7 | 1 | 8 | -19
> CC1(C)C(=O)OC(/C=C/c2cccc([N+](=O)[O-])c2)C(C)(C)C1=O (stereo not given)
    -27 | -7 | -2 | 0.1 | 10 | -22 | 12 | 14 | -8
> CN(CC(=O)Nc1ccc(F)cc1)C(=O)C1CCCC1
    -12 | -25 | -3 | -0.3 | 18 | -12 | -1 | -3 | 5
> CCc1noc(C)c1C(=O)Nc1ccc(F)c(F)c1
    7 | 2 | -4 | 1.2 | -16 | -13 | 1 | 3 | -1
> O=C(c1ccc(Cl)cc1Cl)C1(n2cncn2)Oc2ccccc2C1O (stereo not given)
    -15 | 7 | -6 | 0.7 | 5 | 3 | 8 | 3 | -3
> COc1ccc(Nc2cc(=O)n(-c3ccccc3)c3c2c(=O)n(C)c(=O)n3C)cc1
    -23 | -23 | -2 | 0.0 | 8 | -7 | -1 | 0 | 13
> COc1ccc(N2CCN(C(=O)c3ccc4c(=O)n(CCc5ccc(OC)c(OC)c5)c(=O)[nH]c4c3)CC2)cc1
    -12 | 1 | -5 | 2.3 | -16 | 30 | 10 | -1 | 5
> CCSc1nnc(NC(=O)CCNC(=O)c2ccccc2Cl)s1
    -19 | 4 | -2 | 0.2 | 11 | -13 | 14 | 4 | 6
> Cc1ccn(C)c(=N)c1
    -3 | 11 | -4 | 1.7 | -7 | -2 | 1 | 9 | -7
> COCCNc1nc(NCc2cccc(OC)c2)c2sccc2n1
    · | 3 | -5 | 4.9 | -6 | 10 | 5 | -7 | 7
> CCOC(=O)C1=C(COC(=O)c2cccc(Cl)c2)NC(=O)NC1C (stereo not given)
    -17 | 13 | -3 | 0.5 | 8 | -11 | 1 | 0 | 9
> O=c1cc(CSc2nc(NCc3ccc(Cl)cc3)c3ccccc3n2)nc2ccc(Cl)cn12
    · | 22 | -2 | 1.6 | -16 | -18 | 0 | 6 | -9
> O=C(Cc1c(F)cccc1Cl)Nc1cccnc1
    -6 | 9 | -6 | 0.6 | -18 | 1 | 6 | -9 | 13
> COc1ccc(CNS(=O)(=O)c2ccc(S(=O)(=O)NC3CC3)cc2)cc1
    -1 | 18 | 2 | 5.0 | -13 | 6 | 6 | 19 | -20
> C=CC[C@@H](CC(=O)N[C@H](CO)Cc1ccccc1)C(=O)N[C@H](C)COC(=O)[C@@H](CC=C)Cc1ccc(F)cc1
    2 | -5 | 0 | 3.9 | -9 | 38 | 22 | -7 | 10
> COc1ccc(C(CNC(=O)c2cc3c(s2)CCC(C)C3)N2CCCC2)cc1 (stereo not given)
    -11 | 22 | -8 | 1.0 | -11 | 3 | 32 | -5 | -1
> CCn1c(=O)cc(OCC(=O)NCCCN2CCN(c3cccc(Cl)c3)CC2)c2ccccc21
    -28 | 21 | -5 | 2.8 | -8 | 13 | 12 | -8 | -9
> Cc1ccnc(Nc2cccnc2)n1
    · | 2 | -9 | 0.3 | 11 | -10 | 0 | 1 | 7
> COc1ccc(C)cc1NC(=O)c1ccc2c(c1)OCO2
    0 | 19 | -6 | 0.4 | -4 | 14 | 4 | 5 | -11
> CCOc1ccc(NC(=O)COC(=O)C2(C)CC2(Cl)Cl)c([N+](=O)[O-])c1 (stereo not given)
    -26 | 19 | -10 | 5.1 | -6 | 17 | 10 | -12 | 2

Some entries already given, reduced to CHO-K1 Ca PAM and TAAR1 ag.
Compound	CHO-K1 Ca PAM	TAAR1 ag
Brc1ccc(Sc2cnc3ccccc3n2)cc1	6	-2
Cc1cccc(-c2nc(C#N)c(NCC3CCCO3)o2)c1 (stereo not given)	15	4
